Yfh1-off respiration: enhancers of respiration in Yfh1-depleted yeast, dose response, Friedreich's ataxia, plus single-dose screen (AID 1465); S. cerevisiae Yfh1-off respiration, WST-1 reduction, 72 h; higher fold induction means a stronger effect; one-dose fold induction at 50 µM; EC50 in µM for titrated hits; 0.074% of 220,000 active;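 active means fold induction of absorbance versus untreated yeast above a set limit, then at least 30% activation at any dose in follow-up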;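 further: activators that raise dye reduction in frataxin-depleted yeast; strong numbers were not always called active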
NTR1 agonist: agonists of NTR1, primary screen, imaging, U2OS cells, beta-arrestin-GFP, high content (AID 493036) | NTR1-U2OS beta-arrestin-GFP spot imaging, agonist mode | Neurotensin receptor type 1 (Homo sapiens), P30989 | 0.17% of 330,000 active | activation, % at 20 µM;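 active means activation at or above 40% of the spot to cytoplasm intensity ratio, with at least 20 cells analyzed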;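 further: 0% = DMSO without peptide and 100% = 100 nM NTR1 peptide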
Target sequence (P30989 whole entry, looked up): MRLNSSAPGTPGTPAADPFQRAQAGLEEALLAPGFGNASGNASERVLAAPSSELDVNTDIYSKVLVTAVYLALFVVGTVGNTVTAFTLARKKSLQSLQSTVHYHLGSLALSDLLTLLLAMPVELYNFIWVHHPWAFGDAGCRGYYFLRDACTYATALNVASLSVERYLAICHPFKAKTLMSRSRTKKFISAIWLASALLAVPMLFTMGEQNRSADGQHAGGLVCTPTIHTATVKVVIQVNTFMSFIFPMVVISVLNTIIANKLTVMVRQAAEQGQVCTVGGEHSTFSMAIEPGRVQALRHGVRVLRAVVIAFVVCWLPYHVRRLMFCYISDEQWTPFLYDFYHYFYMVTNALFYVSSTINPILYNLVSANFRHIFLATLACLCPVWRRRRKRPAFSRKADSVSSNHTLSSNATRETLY
KOR beta-arrestin-1: KOR agonists, beta-arrestin recruitment, primary screen, cell-based, luminescence, uHTS (AID 1777). KOR beta-arrestin recruitment, luminescence; higher % means a stronger effect. Kappa-type opioid receptor (Homo sapiens). 0.02% of 280,000 active. activation, % at 10 µM; hits with a dose series show EC50 in µM; in the data active means activation above about 50%, passing the limit was not always enough; further: a part of the inactive calls stands beside numbers as strong as those of hits
CSM14.1 death rescue: rescue of cells from ER stress-induced death, primary screen, 384-well, CSM14.1, thapsigargin, ATP luminescence (AID 1222); one-dose cellular ATP content (survival), % at 20 µM; EC50 in µM for titrated hits; CSM14.1 thapsigargin-induced death rescue, ATP luminescence; higher % means a stronger effect; 190,000 tested, under 10 active;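 active means EC50 below 50 µM in the dose-response confirmation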;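 further: death triggered by thapsigargin at about 15 µM added after 2 h compound pretreatment; cell ATP read after overnight thapsigargin exposure of roughly 18 to 22 hours; normalized against plate controls of thapsigargin alone and 5% DMSO vehicle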
HEK293 NOD2/NF-kB: NOD2 signaling inhibitors, cell-based, luminescence, uHTS, HEK293 (AID 1566); HEK293 NOD2/NF-kB luciferase reporter, luminescence; higher % means a stronger effect; inhibition, % at 4 µM, or EC50 in µM where a hit was titrated; 0.63% of 290,000 active; further: many of its hits are not listed in these tables
NOD1 inhibition: NOD1 signaling inhibitors, primary screen, cell-based, luminescence, uHTS (AID 1578); NOD1-driven NF-kB luciferase reporter cells, luminescence; higher % means a stronger effect; 1% of 290,000 active; one-dose inhibition, % at 4 µM; EC50 in µM for titrated hits; in the data active means inhibition mostly above about 36%, no sharp cut-off; inactive means mostly below about 34%;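 further: HEK-293T reporter cells stimulated with the NOD1 agonist gamma-tri-DAP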
TNAP activators: human TNAP enzyme activators, primary screen, biochemical, luminescent, no phosphate acceptor, uHTS (AID 1001) | Alkaline phosphatase, tissue-nonspecific isozyme (Homo sapiens) | purified TNAP, luminescent activation assay, no phosphate acceptor; higher activation fold means a stronger effect | activation fold at 20 µM, or EC50 in µM where a hit was titrated | 0.03% of 200,000 active; in the data active means activation fold from about 3, or a potency from the dose series; inactive means the rest, 99 in 100 with activation fold below about 1.6; further: many of its hits are not listed in these tables
GPR55 activation: GPR55 agonists via beta-arrestin recruitment, primary screen, imaging, U2OS cells, beta-arrestin-GFP redistribution (AID 1961); U2OS GPR55 beta-arrestin-GFP redistribution imaging; higher % means a stronger effect; activation, % at 10 µM, or EC50 in µM where a hit was titrated; 0.048% of 290,000 active;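 active means activation above 40% with more than 50 cells counted in the well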;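 further: U2OS osteosarcoma cells stably expressing GPR55 and beta-arrestin-GFP; plate controls were DMSO negative control for no effect and LPI positive control for full effect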
KOR beta-arrestin-2: KOR antagonists, beta-arrestin recruitment, cell-based, luminescence, uHTS (AID 1778); KOR beta-arrestin recruitment, luminescence, antagonist mode; higher % means a stronger effect; Kappa-type opioid receptor (Homo sapiens); 0.091% of 290,000 active; inhibition, % at 10 µM; hits with a dose series show IC50 in µM; further: strong numbers were not always called active
NTR1 agonist cell count 20 µM: also measured in NTR1 agonist; calls as there; cell count; measured here: cell count, cytotoxicity flag
Starred values were filed as active, the others as inactive; i = inactive; . = not tested or not shown; [ ] = remark or other dose. Unless noted, no stated cut-off is given here; in the data, active means inhibition above about 50%; inactive means the rest.

item	Structure	Yfh1-off respiration	NTR1 agonist	NTR1 agonist cell count 20 µM	KOR beta-arrestin-1	CSM14.1 death rescue	HEK293 NOD2/NF-kB	NOD1 inhibition	TNAP activators	GPR55 activation	KOR beta-arrestin-2
1	COc1ccc(-n2nc(C(=O)NCC(=O)N3CC(C)CC(C)C3)c3ccccc3c2=O)c(OC)c1 (configuration not stated)	.	9.3	41	-0.1%	.	-12%	-27%	.	.	-10%
2	CCOC(=O)N1CCN(CC(=O)Nc2nnc(C(F)(F)F)s2)CC1	.	0.2	54	1.0%	.	7%	-6%	.	-0.4%	-57%[20 µM]
3	Cc1ccc(NS(=O)(=O)c2ccc(-c3coc(C)n3)cc2)c(C)c1	.	0.4	61	0.1%	.	30%	-26%	.	-0.2%	-50%
4	O=C(NCCCn1ccnc1)/C(=C/c1ccco1)NC(=O)c1ccco1	i	-0.9	39	1.9%	.	12%	2%	.	0.6%	21%
5	Cc1cc(C)cc(NC(=O)c2snc3c(=O)[nH]cnc23)c1	i	.	.	10%	-0.3%	14%	-7%	1.1	-0.1%	3%
6	CN(C)c1cccc(C(=O)OC(C(=O)Nc2ccc([N+](=O)[O-])cc2Br)c2ccccc2)c1 (configuration not stated)	i	1.8	46	0.7%	-1.1%	-10%	-3%	1	1.2%	11%
7	O=S(=O)(NCC1CCCO1)c1cc(Cl)ccc1Cl (configuration not stated)	i	0.7	41	1.9%	-0.1%	-5%	-14%	1.1	-0.1%	-2%
8	O=C(c1ccccc1)c1ccc(-n2ccnc2)c([N+](=O)[O-])c1	.	-0.1	42	-1.3%	.	11%	-24%	.	-0.1%	-10%
9	O=C(Nc1ccc(Sc2ccc(Br)cc2)cc1)c1ccco1	i	5.9	52	-1.4%	5.8%	-20%	22%	1.1	-0.1%	9%
10	COc1ccc(C2C(C#N)=C(C)NC3=C2C(=O)c2ccccc23)cc1 (configuration not stated)	i	4.0	49	20%	-2.5%	-1%	1%	0.9	0.0%	-72%
11	O=S(=O)(c1cc(Cl)sc1Cl)N1CCCC1	i	0.4	41	1.1%	.	-7%	-3%	.	-0.2%	26%
12	CCc1ccc(/C=C2/SC(=S)N(CCC(=O)Nc3cccnc3)C2=O)cc1	.	3.4	76	-0.4%	.	-3%	-18%	.	0.0%	-33%
13	Cc1cc(NCc2ccccc2Cl)n2nnnc2n1	i	-1.1	62	-0.8%	.	-18%	23%	1	-0.1%	-76%
14	O=C(c1cc(-c2cccs2)nc2ccccc12)N1CCN(c2ccccc2)CC1	i	-1.2	98	0.9%	-0.3%	23%	2%	0.9	0.1%	7%
15	CCOC(=O)C(CC)(CC)C(=O)/C=C/c1ccc(OC)cc1	i	2.8	39	0.9%	.	-11%	-7%	.	0.3%	-19%
16	O=c1[nH][nH]c2nc(C(F)(F)F)cc(C(F)(F)F)c12	i	3.1	87	2.2%	-0.2%	11%	7%	1	0.0%	7%
17	Cc1c(NC(=O)c2c([N+](=O)[O-])cnn2C)c(=O)n(-c2ccccc2)n1C	.	0.4	56	4.7%	.	22%	-8%	.	-0.1%	-2%
18	O=C(Cc1ccccc1)Nc1ccc(SC(F)F)cc1	i	1.1	44	-4.8%	-1.1%	-44%	-36%	1	0.1%	24%
19	COc1ccc(CN2CN(S(=O)(=O)c3ccccc3)c3nc4ccccc4nc32)cc1	i	1.8	58	0.1%	.	-10%	-12%	.	0.4%	20%
20	COC(=O)c1cccc(NC(=O)C(C)N2C(=O)c3ccccc3C2=O)c1 (configuration not stated)	i	-1.0	57	.	-0.6%	14%	-8%	1	0.0%	12%
21	CN1CCN(C(=O)/C(=C\c2ccc3c(c2)OCO3)NC(=O)c2cccs2)CC1	i	1.6	41	1.3%	-0.6%	-5%	-39%	1.1	0.5%	-8%
22	Cc1ccc(-c2nnn(CC(=O)N(Cc3ccccc3F)C(C(=O)NC3CCCC3)c3ccncc3)n2)o1 (configuration not stated)	i	26	80	-4.2%	9.3%	-3%	-44%	1.2	-0.3%	14%
23	O=C(Nc1ccc(Cl)cc1)c1cc(S(=O)(=O)N2CCOCC2)cs1	i	0.2	76	-5.9%	-1.7%	29%	35%	1.2	-0.1%	17%
24	CCc1cc(=O)oc2cc(OCC(N)=O)c(Cl)cc12	i	-1.0	89	-3.6%	-0.5%	12%	5%	1.1	0.5%	-15%

One compound at a time (already shown). Order of values: Yfh1-off respiration, NTR1 agonist, NTR1 agonist cell count 20 µM, KOR beta-arrestin-1, CSM14.1 death rescue, HEK293 NOD2/NF-kB, NOD1 inhibition, TNAP activators, GPR55 activation, KOR beta-arrestin-2
Record of `COc1ccc(CN2CN(S(=O)(=O)c3ccccc3)c3nc4ccccc4nc32)cc1` → i, 1.8, 58, 0.1%, ., -10%, -12%, ., 0.4%, 20%
Record of `O=C(Nc1ccc(Cl)cc1)c1cc(S(=O)(=O)N2CCOCC2)cs1` → i, 0.2, 76, -5.9%, -1.7%, 29%, 35%, 1.2, -0.1%, 17%

(continued)
item	Structure	Yfh1-off respiration	NTR1 agonist	NTR1 agonist cell count 20 µM	KOR beta-arrestin-1	CSM14.1 death rescue	HEK293 NOD2/NF-kB	NOD1 inhibition	TNAP activators	GPR55 activation	KOR beta-arrestin-2
25	O=C(NCc1ccc(Cl)cc1)c1noc2c1CCCC2	i	0.2	87	0.7%	-4.3%	12%	.	1.1	-0.1%	-29%
26	CCc1nnc(SC(C)C(=O)Nc2nccs2)n1C (configuration not stated)	.	0.8	95	5.2%	.	-3%	-37%	.	-0.1%	-8%
27	CCN(CC)CCN1C(=O)C(=O)/C(=C(/O)c2ccc(OC(C)C)cc2)C1c1cccs1 (configuration not stated)	i	-0.1	49	-0.9%	.	-9%	-12%	.	-0.3%	-2%
28	Cc1ccc(S(=O)(=O)NCC2(c3ccccc3)CCOCC2)cc1	i	0.8	50	1.9%	0.1%	13%	-34%	1.1	-0.4%	4%
29	CCOC(=O)C(NCCc1ccc(F)cc1)(NC(=O)CC)C(F)(F)F (configuration not stated)	i	-0.5	49	9.6%	-7.7%	9%	-32%	1	0.1%	6%
30	Cc1ccc(-n2c(=O)[nH]c3ncccc3c2=O)cc1	i	3.5	31	1.3%	-0.1%	-30%	3%	1	-0.2%	6%
31	CCOC(=O)C1=C(N)N(c2ccc(C)cc2)C2=C(C(=O)CCC2)C1c1cccs1 (configuration not stated)	i	2.6	46	2.2%	0.1%	21%	0%	1.1	0.1%	.
32	COCCN1Cc2cccc(C(=O)Nc3ccc(C)c(C)c3)c2C1=O	i	0.7	64	-10%	-1.5%	-8%	-50%	1.1	-0.1%	-25%
33	Cc1ccccc1C(=O)Nc1cccc(C(=O)N/N=C/c2cc(Cl)cc([N+](=O)[O-])c2O)c1	i	0.1	77	0.0%	-5.2%	-1%	-9%	0.7	2.2%	-12%
34	COCCNC(=O)CN(C(=O)CCC(=O)Nc1ccccn1)c1ccc(F)c(Cl)c1	i	-0.8	63	-4.9%	-1.1%	11%	0%	1.1	0.3%	12%
35	Cc1ccc(C)n1-c1sc2c(c1C(=O)O)CCCC2	i	0.0	85	3.6%	0.6%	5%	-19%	1.1	0.1%	-6%
36	CCN(CC)CCOC(=O)c1ccc(NC(=O)CNC(=O)C2CCCCC2)cc1	i	1.3	36	0.6%	-2.0%	2%	12%	1	-0.3%	26%
37	COc1ccccc1CCNC(=O)C1CCC(=O)N(C2CC2)C1 (configuration not stated)	.	0.5	65	-1.1%	.	-2%	-10%	.	-0.2%	-18%
38	Cc1ccc(-n2c(C)nnc2SCC(=O)N2CCc3ccccc3C2)cc1	i	0.3	34	-2.8%	-1.4%	23%	-20%	1.2	0.2%	28%
39	O=C(O/N=C1/CCSc2ccccc21)c1ccccc1	i	-0.1	46	9.5%	0.1%	-3%	0%	1	-0.1%	-9%
40	Nc1oc2ccc(F)cc2c(=O)c1C=O	i	2.1	79	-2.2%	-3.4%	-13%	5%	0.9	-0.2%	33%
41	Cc1ccc(C(=O)O)cc1-c1ccc(/C=C2\SC(=O)N(CC(=O)Nc3ccc4c(c3)OCO4)C2=O)o1	.	0.5	57	-3.4%	.	15%	-31%	.	-0.2%	15%
42	Cc1ccc(S(=O)(=O)Nc2nc(-c3ccc(F)cc3)cs2)cc1	i	1.4	54	1.6%	.	20%	0%	.	0.3%	2%
43	CCOC(=O)c1cnc2ccc(C(=O)OC)cc2c1Nc1cccc(C(=O)O)c1	i	-1.3	62	0.8%	1.2%	-1%	-34%	1.1	0.5%	-34%
44	Cn1cccc1/C=C1\SC(=Nc2ccccc2)NC1=O	i	0.0	45	1.3%	.	-115%	-15%	.	-0.1%	-79%
45	Cc1cc(C)n(-c2ccc(Cl)c(C(=O)Nc3ccc(OC(F)(F)F)cc3)n2)n1	i	7.9	62	4.1%	-3.0%	10%	-33%	1	-0.2%	-16%
46	CCOC(=O)C1C(c2ccccc2Cl)NC(=O)N(C)C1(O)C(F)(F)F (configuration not stated)	i	0.2	91	8.4%	-0.5%	-12%	-14%	1	-0.3%	-28%
47	C/C(=N\N=C\c1ccccc1)c1nnn(-c2nonc2N)c1C	i	-0.2	85	-0.9%	-0.6%	-9%	-2%	1.1	-0.3%	13%
48	O=C(CN(CC1CCCO1)C(=O)CCC(=O)Nc1nccs1)NCc1ccccc1 (configuration not stated)	i	-0.3	53	-2.2%	0.4%	-5%	-50%	1.1	0.5%	2%
49	CSC1=NC(C(Cl)(Cl)Cl)N=C(c2ccc(C)cc2)N1 (configuration not stated)	i	3.2	95	1.2%	.	5%	-28%	1.1	0.5%	-70%
50	CN(C)CCCN(C(=O)COc1ccccc1)c1nc2c(Cl)cccc2s1	i	-0.8	63	-3.3%	.	13%	-28%	1.1	-0.3%	-5%
51	COc1ccc(CNC(=O)C2CCN(c3nccs3)CC2)cc1	i	4.8	52	-0.1%	-1.4%	0%	-3%	1.1	-0.2%	2%
52	CC1CCCN(C2=C(NS(=O)(=O)c3ccc(Br)cc3)C(=O)c3ccccc3C2=O)C1 (configuration not stated)	.	1.0	64	-0.1%	.	14%	0%	.	-0.2%	10%
53	Cc1ccc(Cn2nnc(C(=O)Nc3cccc(C)c3C)c2N)cc1	i	12	77	1.4%	.	-16%	-28%	1.1	-0.2%	28%
54	O=C(Nc1nncs1)c1cc2c(s1)CCC2	i	-0.3	36	-3.5%	-2.2%	-29%	-54%	1.1	0.6%	-8%
55	Cc1ccc(OCCNC(=O)C(=O)NCc2ccco2)cc1	i	1.8	70	-7.9%	-2.1%	-16%	-15%	1	-0.1%	-81%[20 µM]
56	Cc1cc(C)n2nc(SCC(=O)Nc3ccc(F)cc3)nc2n1	i	-4.4	64	-3.1%	-1.1%	4%	-12%	1.1	-0.1%	-13%
57	Cc1cccc(N(CC(O)CN(C)C)S(=O)(=O)c2ccccc2)c1 (configuration not stated)	i	-2.6	81	-4.1%	3.6%	0%	-24%	1.1	-0.1%	16%

Some of the compounds tested (hit frequency here may not be typical).
